# SV40 large T antigen: TAg ATPase/helicase activity blockers – biochemical (AID 1903); SV40 large T antigen ATPase/helicase inhibition assay; higher % means a stronger effect; inhibition, % at 20 µM, or IC50 in µM where a hit was titrated; actives 0.39% (n = 310,000); in the data active means a potency from the dose series; inconclusive means inhibition mostly from about 32% at the one dose, without a potency; inactive means the rest, 99 in 100 with inhibition below about 32%; further: strong numbers were not always called active
# Salmonella PhoP GFP: inhibitors of PhoP regulon expression, primary screen, Salmonella Typhimurium, GFP reporter (AID 1863); S. Typhimurium PhoP-regulated promoter GFP reporter, 4 h; higher % means a stronger effect; inhibition, % at 50 µM, or IC50 in µM where a hit was titrated; actives 0.16% (n = 300,000);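 active means inhibition over 29.93%, a cutoff 3 SD above the screen mean, later confirmed by dose response; inconclusive means inhibition over 29.93% but no dose response follow-up; inactive means inhibition at most 29.93% or unconfirmed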;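 further: 0% = low Mg2+ inducing control and 100% = high Mg2+ repressing control; strong numbers were not always called active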
# RSV CPE inhibition: inhibition of RSV-induced cytopathic effect – HEp-2 cells, primary 10 µM value included (AID 2391) | HEp-2 cells, RSV-induced CPE inhibition; higher % means a stronger effect | CPE inhibition, % at 10 µM, or IC50 in µM where a hit was titrated | actives 0.13% (n = 310,000); in the data active means a potency from the dose series; inconclusive means CPE inhibition mostly from about 23% at the one dose, without a potency; inactive means the rest, 99 in 100 with CPE inhibition below about 21%; further: strong numbers were not always called active
# Numbers without * were called inactive; ? = inconclusive; & = joins results of further samples.
SMILES,SV40 large T antigen,Salmonella PhoP GFP,RSV CPE inhibition
Cc1ccc(C)c(NC(=O)CN(C)C(=O)Cc2coc3cc(C)c(C)cc23)c1,10%,0%,-0.6%
C[C@@H]1C[C@H]2[C@@H]3CCC4=CC(=O)C=C[C@]4(C)[C@@]3(F)[C@@H](O)C[C@]2(C)[C@@]1(O)C(=O)CO,5%,-6%,-1.3%&-0.3%
COc1cc(/C=C/C(=O)OC(C)C(=O)c2ccccc2)cc(OC)c1OC (centres undefined),11%,6%,-0.5%
O=C(COC(=O)c1cc([N+](=O)[O-])ccc1N1CCOCC1)c1ccc(OC(F)F)cc1OC(F)F,12%,-4%,20%
O=C(NCC1CCCO1)c1cccc(S(=O)(=O)N(Cc2ccccc2)c2ccccc2)c1 (centres undefined),5%,3%,0.5%
O=C(CNC(=O)c1ccccc1F)OCCOc1cccc(Cl)c1,18%,-7%,-0.3%
Cc1ccc(OCC(=O)NCc2n[nH]c(=O)c3ccccc23)cc1,5%,-6%,0.9%
CCOC(=O)C1=C(COC(=O)CCOc2ccc(C)cc2)NC(=O)NC1C (centres undefined),8%,14%,-1.6%
O=C(CCc1c[nH]c2ccccc12)OCC(=O)N1CCN(S(=O)(=O)c2ccccc2)CC1,11%,1%,-0.1%
CSc1cccc(N2CC(C(=O)NCCN3C(=O)S/C(=C\c4cccnc4)C3=O)CC2=O)c1 (centres undefined),10%,-4%,1.3%

# An excerpt from above in order of molecular weight, largest number first.
SMILES,SV40 large T antigen,Salmonella PhoP GFP,RSV CPE inhibition
O=C(COC(=O)c1cc([N+](=O)[O-])ccc1N1CCOCC1)c1ccc(OC(F)F)cc1OC(F)F,12%,-4%,20%
O=C(CCc1c[nH]c2ccccc12)OCC(=O)N1CCN(S(=O)(=O)c2ccccc2)CC1,11%,1%,-0.1%
Cc1ccc(C)c(NC(=O)CN(C)C(=O)Cc2coc3cc(C)c(C)cc23)c1,10%,0%,-0.6%
CCOC(=O)C1=C(COC(=O)CCOc2ccc(C)cc2)NC(=O)NC1C (centres undefined),8%,14%,-1.6%
COc1cc(/C=C/C(=O)OC(C)C(=O)c2ccccc2)cc(OC)c1OC (centres undefined),11%,6%,-0.5%

# Some values from the results shown:
# For RSV CPE inhibition, CCOC(=O)C1=C(COC(=O)CCOc2ccc(C)cc2)NC(=O)NC1C (centres undefined) reads -1.6%
# For Salmonella PhoP GFP, O=C(CNC(=O)c1ccccc1F)OCCOc1cccc(Cl)c1 reads -7%
# For RSV CPE inhibition, Cc1ccc(C)c(NC(=O)CN(C)C(=O)Cc2coc3cc(C)c(C)cc23)c1 reads -0.6%
# For SV40 large T antigen, C[C@@H]1C[C@H]2[C@@H]3CCC4=CC(=O)C=C[C@]4(C)[C@@]3(F)[C@@H](O)C[C@]2(C)[C@@]1(O)C(=O)CO reads 5%
# For RSV CPE inhibition, O=C(NCC1CCCO1)c1cccc(S(=O)(=O)N(Cc2ccccc2)c2ccccc2)c1 (centres undefined) reads 0.5%
# For Salmonella PhoP GFP, Cc1ccc(OCC(=O)NCc2n[nH]c(=O)c3ccccc23)cc1 reads -6%

# Next compounds follow:
SMILES,SV40 large T antigen,Salmonella PhoP GFP,RSV CPE inhibition
O=C(NC1CCCCC1)c1n[nH]c2c1CC(c1ccccc1)CC2 (centres undefined),12%,-2%,-0.2%
C=CCN(c1ccccc1)S(=O)(=O)c1cccc(C(=O)Nc2cc(C)ccn2)c1,10%,8%,1.1%
Cc1cc(C)cc(C(=O)Nc2cc3c4c(c2)CC(=O)N4CCC3)c1,9%,7%,-3.0%
O=C(/C=C/c1cccc(F)c1)NNC(=O)c1ccncc1,6%,-13%,?
CCCN(CC(=O)Nc1ccccc1C)C(=O)CCN1C(=O)c2cccc([N+](=O)[O-])c2C1=O,8%,-9%,-0.1%
CCc1ccc([C@@H]2CC=C(C(=O)O)[C@H](c3cccc(Cl)c3)N2S(=O)(=O)c2ccc(C)cc2)cc1,13%,0%,17%
Cc1ccc(S(=O)(=O)N(C)C)cc1NC(=O)COC(=O)C1CC1,4%,-6%,-1.9%
CC(OC(=O)C1CCCC1)C(=O)Nc1ccc(C(N)=O)cc1 (centres undefined),26%,-3%,-1.5%
COCCN(C(=O)COC(=O)CNC(=O)c1cccs1)c1c(N)n(Cc2ccccc2)c(=O)[nH]c1=O,10%,-1%,0.0%
Cc1cccn2c(=O)nc(SCC(=O)NCc3ccco3)nc12,13%,-5%,0.3%
CCN(CC(=O)Nc1c(F)cccc1F)C(=O)CCC(=O)c1ccc(F)cc1,12%,-4%,-1.1%
COc1ccc(NS(=O)(=O)c2cccs2)cc1S(=O)(=O)N1CCCCC1,-1%,-4%,5.6%
C=CCOc1ccc(/C=C/C(=O)OCC(=O)NC(C)c2ccc(F)cc2)cc1 (centres undefined),10%,-7%,-2.4%
CCOC(=O)CN(C(=O)COC(=O)C1(c2ccccc2)CC1)c1ccc(F)cc1,0%,8%,-0.7%
O=C(Nc1cc2c3c(c1)CC(=O)N3CCC2)c1ccc(Br)cc1,1%,12%,-0.2%
COc1ccc(CCN(C)C(=O)COc2ccc(N(C)S(=O)(=O)c3ccc(C)cc3)cc2)cc1OC,4%,-5%,-0.4%
CCOc1cc(C(=O)N(C)CC(=O)Nc2cccc(F)c2)ccc1OCC(=O)N1CCOCC1,7%,-11%,-0.8%
Cc1ccc(S(=O)(=O)N(Cc2ccc(F)cc2)C(=O)N2CCN(C)CC2)cc1,10%,-4%,3.0%
COc1ccc(OC)c(S(=O)(=O)N2CCC(c3nc4ccccc4[nH]3)CC2)c1,7%,0%,-0.3%
O=C(CN1C(=O)NC2(CCCC2)C1=O)OCCOc1ccc(Cl)cc1Cl,7%,-5%,5.2%
O=C(Cc1ccc(S(=O)(=O)N2CCOCC2)s1)NCCc1ccc(F)cc1,26%,2%,-0.1%
Cc1c(NC(=O)C(C)OC(=O)CCc2c[nH]c3ccccc23)c(=O)n(-c2ccccc2)n1C (centres undefined),6%,-8%,-1.0%
Cc1nn(-c2ccccc2)c(C)c1NC(=O)COC(=O)CCOc1ccccc1,10%,0%,0.3%
CCOC(=O)N1CCN(S(=O)(=O)CCNC(=O)c2ccc(F)cc2)CC1,-15%,-10%,-1.5%
COc1ccc(COC(=O)c2ccc(Cl)c(S(=O)(=O)N3CC(C)OC(C)C3)c2)cc1 (centres undefined),19%,-2%,1.4%
CN(C(=O)c1cccc(Br)c1)C1CCS(=O)(=O)C1 (centres undefined),19%,-6%,-0.1%
O=C(CNC(=O)c1ccc(Cl)c([N+](=O)[O-])c1)OC1CCCCC1=O (centres undefined),16%,1%,0.1%
CCOC(=O)O[C@]1(C(=O)COC(=O)CC)CC[C@H]2[C@@H]3CCC4=CC(=O)C=C[C@]4(C)[C@H]3[C@@H](O)C[C@@]21C,7%,2%,-1.2%
Cc1ccc(CNS(=O)(=O)CCNC(=O)c2ccccc2)cc1,10%,8%,-1.5%
O=C(NCCC1=CCCCC1)c1ccc(-n2cncn2)c([N+](=O)[O-])c1,4%,1%,-1.2%
CCC(NC(=O)COC(=O)C1CC2CCCC(C1)C2=O)c1ccc(Br)cc1 (centres undefined),9%,-1%,-1.1%
CCN(CC(=O)Nc1ccccc1C(F)(F)F)C(=O)C1CC(=O)N(Cc2ccccc2)C1 (centres undefined),21%,-11%,-2.3%
COc1ccc(Cl)cc1S(=O)(=O)N1CCC(C(=O)NCc2ccccn2)CC1,3%,4%,-0.1%
CCN1CCN(c2ccc(N3CCN(S(=O)(=O)c4ccc(C)c([N+](=O)[O-])c4)CC3)nn2)CC1,2%,-1%,-2.5%
Cc1ccc(-c2cc(C(=O)N3CC(C)OC(C)C3)c3ccccc3n2)o1 (centres undefined),11%,-11%,-0.7%
COc1ccc(S(=O)(=O)N2CCc3ccccc32)cc1C(=O)N1CCOCC1,17%,-1%,-0.6%
Cc1cc(S(=O)(=O)Nc2ccc(C(=O)NCC3(N4CCCCC4)CCCCC3)cc2)ccc1F,18%,8%,-0.7%
O=C1OC2(c3ccccc31)c1cc(I)c(O)c(I)c1Oc1c2cc(I)c(O)c1I,13µM*,-226%,-1.0%
O=C(COc1ccc(F)cc1)Nc1ccc(S(=O)(=O)Nc2ncccn2)cc1,3%,-6%,-2.6%
CCOC(=O)c1c(CC(C)C)csc1NC(=O)COC(=O)C1=NNC(=O)CC1,21%,-9%,2.3%
COC(=O)c1ccccc1N(C)S(=O)(=O)c1cc2c3c(c1)CCC(=O)N3CCC2,-1%,6%,1.1%
O=C(CCCc1ccccc1)NCCS(=O)(=O)N1CCN(c2ccccc2F)CC1,10%,-7%,4.6%
O=C(NC1CC(=O)N(c2ccc3c(c2)OCCO3)C1)N1CCC(O)CC1 (centres undefined),21%,1%,-1.3%
CCC(Oc1ccccc1)C(=O)N(C)CC(=O)N(CC(C)C)c1c(N)n(CC(C)C)c(=O)[nH]c1=O (centres undefined),23%,2%,-1.7%
CCOc1ncccc1C(=O)OCC(=O)Nc1nnc(-c2ccccc2)o1,16%,-5%,-0.3%
O=C(COC(=O)C1=COCCO1)Nc1c(F)cccc1F,18%,-3%,-1.4%
O=C(c1cccc(S(=O)(=O)NCc2ccccc2)c1)N1CCCC(C(F)(F)F)C1 (centres undefined),12%,16%,-0.5%
Cc1ccc2nc(N(CCCN(C)C)C(=O)CS(=O)(=O)c3ccccc3)sc2c1,7%,5%,1.3%
CCOC(=O)c1c(C)[nH]c(C(=O)NCc2ccccn2)c1C,6%,0%,-0.7%
O=C(CSC1=NS(=O)(=O)c2cc(F)ccc2N1)NCc1ccc(F)cc1,15%,5%,1.5%
# More compounds.
SMILES,SV40 large T antigen,Salmonella PhoP GFP,RSV CPE inhibition
C=CCNC(=O)c1onc(CSc2ccc(F)cc2)c1C(=O)NCC=C,14%,12%,-1.4%
COc1ccc(C(=O)Nc2nc(CC(=O)NCCc3ccccc3OC)cs2)cc1,4%,7%,0.8%
O=C(CSc1ncccn1)Nc1ccc2[nH]c(=O)[nH]c2c1,4%,4%,0.7%
CCN(CC(=O)Nc1c(F)cccc1F)C(=O)CCCc1nc2ccccc2c(=O)[nH]1,14%,9%,-2.5%
CCCCn1c(N)c(N(CCC(C)C)C(=O)Cc2ccc(S(=O)(=O)N3CCOCC3)s2)c(=O)[nH]c1=O,22%,5%,-1.6%
Cc1ccc(S(=O)(=O)N(Cc2ccccc2F)C(=O)N2CCN(C)CC2)cc1,15%,3%,1.7%
O=C(COC(=O)C12CC3CC(CC(Br)(C3)C1)C2)Nc1ccc2[nH]c(=O)[nH]c2c1,25%,16%,0.0%
CCCCOc1ccc(C(=O)NCC(=O)N2CCN(C(=O)c3ccco3)CC2)cc1,4%,-2%,0.9%
OC[C@H]1OC(O)[C@@H](O)[C@@H](O)[C@@H]1O (some centres undefined),12%,-7%,-0.2%
CC(NC(=O)c1ccccc1)c1nnc(SCC(=O)Nc2nnc(C3CC3)s2)n1C (centres undefined),15%,-8%,-1.0%
CN1CCN(S(=O)(=O)c2ccc(Oc3cccc(C(F)(F)F)c3)nc2)CC1,1%,-4%,-1.4%
CN(CC(=O)Nc1ccccc1Cl)C(=O)COC(=O)C1CCN(c2ccc(C(F)(F)F)cn2)CC1,17%,-4%,2.1%
CCC1Nc2ncnc(N3CCCCC3)c2N(Cc2ccc(Br)cc2)C1=O (centres undefined),7%,4%,3.0%
O=C(/C=C/c1cccc([N+](=O)[O-])c1)c1ccc([N+](=O)[O-])o1,?,-6%,-4.3%
CC(Oc1ccc(F)cc1)C(=O)Nc1cc(S(=O)(=O)N2CCCCC2)ccc1N1CCOCC1 (centres undefined),16%,-5%,5.2%
CCN(C(=O)CSc1nc2cc(Cl)ccc2c(=O)n1CC(C)C)C1CCS(=O)(=O)C1 (centres undefined),5%,6%,1.9%
CC[C@H](C)[C@H](NC(=O)OCc1ccccc1)C(=O)OCC(=O)N(C)CC(=O)Nc1ccccc1Cl,11%,-2%,1.9%
COc1ccc(NC(=O)CSCC(=O)N(C)Cc2c(F)cccc2Cl)cc1,24%,0%,9.5%
CCN(CC(=O)Nc1ccc(NC(C)=O)cc1)C(=O)/C=C/c1ccc([N+](=O)[O-])cc1,3%,-2%,-2.1%
Cc1ccc(S(=O)(=O)CCC(=O)NCCC2=CCCCC2)cc1,11%,-1%,1.0%
COc1cc(Nc2ccc(S(=O)(=O)N3CCN(C)CC3)cc2[N+](=O)[O-])cc(OC)c1,8%,1%,2.5%
COCCN(C(=O)COC(=O)CCS(=O)(=O)c1ccccc1)c1c(N)n(Cc2ccccc2)c(=O)[nH]c1=O,7%,7%,0.1%
CN(Cc1ccccc1)S(=O)(=O)c1ccc(Cl)c(C(=O)NCCCN2CCOCC2)c1,11%,16%,-1.0%
COCCCNC(=O)C(=O)Nc1ccc2c(c1)N(S(=O)(=O)c1cccs1)CCC2,13%,-1%,1.2%
COc1ccccc1CCNC(=O)C(=O)Nc1cc2c3c(c1)CC(=O)N3CCC2,2%,8%,5.6%
COc1ccc(NC(=O)CSc2nnc(Cc3ccc(C)cc3)c(=O)n2N)cc1,6%,2%,-0.6%
Cc1ccc([N+](=O)[O-])cc1S(=O)(=O)Nc1ccc(-c2ccc(N3CCCC3)nn2)cc1,19%,-4%,?
O=C(c1ccc2ncsc2c1)N1CCCC(C(F)(F)F)C1 (centres undefined),9%,1%,-2.5%

# From PubChem BioAssay

# Some of the compounds tested; rates above refer to the full screens.
